# H9c2 TAG inh: triacylglycerol accumulation inhibition; H9c2 cells, Nile Red lipid (TAG) fluorescence; cells loaded with 200 µM oleic acid; 230,000 tested, 0.66% active; inhibition, % at 12.5 µM;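 active = pattern-corrected inhibition of lipid staining of at least 50% with the nuclear-stain viability signal not falling by more than 50%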;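 also: 0% = DMSO wells and 100% = triacsin C control wells; some results filed as inactive read as strong as hits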
# H9c2 TAG inh DAPI viability: further read-out of H9c2 TAG inh, marked with its call; DAPI nuclei signal change (viability), lower = more cytotoxic, %;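 whole-well DAPI fluorescence read on a plate reader as a viability signal; minus 50 percent equals half of cells still viable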
# Active calls of the source: *; i = inactive. The list is partial; count on the stated rates, not on these rows.
Compound | H9c2 TAG inh | H9c2 TAG inh DAPI viability
O=C(c1cc(Cl)nc2ccccc12)N1CCN(Cc2ccc3c(c2)OCO3)CC1 | -17 | 2
COc1ccc(C(NC(C)=O)c2nccc3cc(OC)c(OC)cc23)cc1OC (configuration not stated) | 2 | -6
O=C(O)CN1C(=O)CNC1=O | -2 | -15
CC1CC(C)CN(S(=O)(=O)c2ccc(C(=O)N3CCCC3)cc2)C1 (configuration not stated) | 7 | -4
CCCCN(Cc1ccccc1)S(=O)(=O)c1ccc2[nH]c(=O)oc2c1 | 9 | 1
CC(=O)c1cc2c(cc1N/C(=N/S(=O)(=O)c1ccc(Br)cc1)c1ccccc1)OCO2 | 3 | 9
CC(C)(C)NC(=O)CSc1nc2ccccc2n1-c1ccccc1 | -31 | 4
O=C(COC(=O)CSc1nnc(-c2ccc(Cl)cc2)o1)Nc1cc(Cl)cc(Cl)c1 | 0 | 3
CC(=O)Nc1ccc(NC(=O)CSc2ccc3nnc(-c4cccnc4)n3n2)cc1 | -3 | 3
Cc1cc(C)c2nc(Cl)c(Cl)nc2c1 | -8 | 0
Clc1ccc2c(c1)Nc1ccccc1CC2 | 2 | 4
Cc1nc2cc(NS(=O)(=O)c3ccc(Br)cc3)ccc2n1C | -5 | -3
C=CCc1ccccc1OCC(=O)NNC(=S)NCc1ccccc1 | 0 | 2
C/C(N)=C(/C#N)C(=O)CSc1nncn1-c1ccccc1 | -5 | 7
O=C(NNc1nc2c(F)cc(F)cc2s1)c1ccccc1 | -11 | 13
COCCN(C(=O)COC(=O)CNC(=O)c1cccs1)c1c(N)n(Cc2ccccc2)c(=O)[nH]c1=O | -10 | 5
CC1(C)C(=O)Nc2ccccc2N1C(=O)COc1ccc(C#N)cc1 | 0 | -4
CCC(C)c1ccccc1N1CC(C(=O)NCCCn2nc(C)cc2C)CC1=O (configuration not stated) | 2 | -13
Cn1c(=O)oc2cc(S(=O)(=O)N3CCCC(C(=O)NCCN4CCOCC4)C3)ccc21 (configuration not stated) | 0 | 5
O=C(NCCNCc1ccc(F)cc1)c1ccco1 | 0 | 9
C[C@H](CO)N1C[C@H](C)[C@@H](CN(C)Cc2cccnc2)Oc2cc(-c3cccnc3)ccc2S1(=O)=O | 13 | -1
COCCn1c(=S)[nH]c2cc(C(=O)N3CCN(Cc4ccc5c(c4)OCO5)CC3)ccc2c1=O | 3 | 0
COc1cc(C(=O)NCC(=O)NCCCSc2ccccc2)cc(OC)c1OC | -7 | -1
C=CCn1c(=O)[nH]c2cc(C(=O)N3CCN(c4ccc(C(C)=O)cc4)CC3)ccc2c1=O | 10 | -8
Cc1ccc(S(=O)(=O)N2CCOCC2)cc1NC(=O)c1cc(-c2ccccn2)nc2ccccc12 | 12 | 6
COC(=O)CSc1snnc1-c1ccc(F)cc1 | -8 | 8
CCOC(=O)N1CCc2c(sc3c2c(=O)n(Cc2ccccc2)c(=O)n3Cc2cccc(C)c2)C1 | -12 | -7
C[C@H]1CN([C@@H](C)CO)C(=O)c2cc(/C=C/c3ccccc3)cnc2O[C@H]1CN(C)C(=O)c1cccc(F)c1 | 13 | -6
Nc1nc(-c2ccc(Cl)cc2)nn1C(=O)c1ccco1 | 15 | -6
CC(OC(=O)C1CCCC1)C(=O)Nc1ccc(C(N)=O)cc1 (configuration not stated) | -2 | -5
CCc1nc2c(OCc3cccc(Cl)c3)cccn2c1N(C)C(C)=O | 4 | -1
C#CCOCCOCCOCCNc1nc(N2CCN(C(=O)[C@H]([C@@H](C)CC)n3cc([C@@H](N)CC(C)C)nn3)CC2)nc(N2CCN(C(=O)[C@H]([C@@H](C)CC)n3cc([C@@H](N)CC(C)C)nn3)CC2)n1 | -14 | -1
Cc1ccc(C(=O)CC2(O)C(=O)N(CCc3ccccc3)c3ccc(Br)cc32)o1 (configuration not stated) | 51* | -7.6*
Nc1cc(N)nc(SCC(=O)Nc2cc(S(=O)(=O)N3CCOCC3)ccc2Cl)n1 | 12 | -5
C=CCC[C@@H](Cc1ccc(F)cc1)C(=O)OC[C@H]1CCCN1C(=O)[C@@H](CC=C)CC(=O)N[C@H](CO)Cc1ccccc1 | 10 | 1
COC(=O)CCN1CCN(S(=O)(=O)c2ccccc2Br)CC1 | 0 | -3
c1cncc(-c2nc(NCCCN3CCOCC3)c3c4c(sc3n2)CCC4)c1 | 2 | 84
CC(C)C[C@@H]1CN=C(N)N1C[C@@H]1CCCN1C[C@@H](C(C)C)N1C[C@@H](Cc2ccccc2)N(CCCC2CCCC2)C1=N | -10 | 34
CCOC(=O)c1ccccc1NC(=O)c1c(O)c2ccccc2n(CC)c1=O | -1 | 5
O=C(CSc1nnc2c(n1)[nH]c1ccccc12)Nc1cccc(S(=O)(=O)N2CCOCC2)c1 | -17 | 11
COc1ccc(Br)cc1/C=C\C(=O)NCc1cccnc1 | 17 | -12
O=C(NCCN1CCCCCC1)C1CCN(S(=O)(=O)N2CCOCC2)CC1 | 9 | -1
O=C(CN1CCN(Cc2ccc3c(c2)OCO3)CC1)Nc1ccc2c(c1)OCO2 | -2 | 6
Cc1ccc(-c2csc(NC(=O)c3ccco3)n2)cc1C | 9 | -3
Fc1ccc(CNC(=S)NCc2ccccc2)cc1 | -2 | 2
Cc1c(OC(=O)c2ccc([N+](=O)[O-])cc2)c2c(c[n+]1C)COC(C)(C)OC2 | -5 | 6
CC1C(=O)N(Cc2cn(CCC3OCCCO3)nn2)CCS(=O)(=O)N1Cc1ccc(-c2ccccc2)cc1 (configuration not stated) | 6 | -8
O=C(NC1CC1)C1=C[C@@H](C2CCCCC2)C[C@@H](OCc2ccc(CO)cc2)O1 | -3 | -1
CC(C)c1ccc(NC(=O)C2Cc3c(-c4cccc(C(N)=O)c4)ccnc3O2)cc1 (configuration not stated) | -15 | 9
O=C1/C(=C/c2ccc3c(c2)OCO3)SC(=S)N1CCC(=O)N(CCO)c1ccccc1 | -10 | 1

# Further structures:
Compound | H9c2 TAG inh | H9c2 TAG inh DAPI viability
O=C(c1ccc(F)cc1)N1CCC(C(=O)N(Cc2ccccc2)c2ccccc2)CC1 | -22 | -2
COc1ccc(C(=O)OCC(=O)N(C)C2CCS(=O)(=O)C2)cc1Br (configuration not stated) | 7 | 3
CCN1C(=O)[C@H]2[C@@H](c3ccc(-c4cccc(Cl)c4)c(OC)c3)N3CCCC[C@@]3(C(=O)OC)[C@H]2C1=O | -9 | 1
CC(Cc1ccc(Cl)cc1)N1CCC(n2nccc2NC(=O)C2CCCC2)CC1 (configuration not stated) | 15 | 1
CC1Cc2ccccc2N1C(=O)C1CCCN(S(=O)(=O)c2cccc3cccnc23)C1 (configuration not stated) | -23 | -2
COc1ccc(C(=O)NC(C)CCCC(C)(C)O)cc1OC1CCN(C(C)=O)CC1 (configuration not stated) | 0 | -3
NC(=O)NC(=O)COC(=O)c1ccc2c(c1)C(=O)N(Cc1ccccc1)C2=O | 2 | -1
O=C(CSc1ccccc1)Nc1nc2ccccc2[nH]1 | -6 | -3
Cc1cccn2c(=O)nc(SCC(=O)NCc3ccco3)nc12 | -9 | 1
CC(Oc1cccnc1[N+](=O)[O-])C(=O)Nc1cccc(Cl)c1 (configuration not stated) | -12 | 0
O=C(Cn1cnc2ccccc2c1=O)c1cccs1 | -8 | -5
O=C(NC1CCCc2ccccc21)c1cccnc1 (configuration not stated) | -4 | 0
Cc1ccc(-c2nc(S(=O)(=O)c3ccc(F)cc3)c(SCC(=O)NCC3CCCO3)o2)cc1 (configuration not stated) | 22 | -17
COc1ccc(/C=C/C(=O)NC(=S)NNC(=O)Cc2cccs2)cc1 | -5 | 20
CCOC(=O)CCc1c(C)nc(SCC(=O)O)c(C#N)c1C | -7 | 5
O=C(COC(=O)CNC(=O)c1ccccc1Cl)Nc1ccccc1Cl | 6 | 0
CN1OC[C@@H]2CN[C@H](c3cccc(-c4cc(Cl)cc(Cl)c4)c3)C[C@@H]21 | -5 | 4
Cc1ccc(Cl)cc1N1CCN(C(=O)CN(c2ccccc2)S(=O)(=O)N(C)C)CC1 | -23 | -2
COc1cc2c(cc1OC)C(c1cccs1)N(C(=O)c1cccc(S(=O)(=O)N(C)C)c1)CC2 (configuration not stated) | 3 | 5
CCOC(=O)/C=C1\SCC(=O)N1CC(=O)NCc1ccc(OC)c(OC)c1 | -11 | 0
CC(C)c1ccc(NC(=O)C2CC3CCC2C3)cc1 (configuration not stated) | 12 | -8
COc1ccc(/C=C(/NC(=O)c2ccccc2)C(=O)NC2CCS(=O)(=O)C2)cc1 (configuration not stated) | -9 | -6
COc1ccc(/C=C/CN2CCN(Cc3ccccc3)C(CCO)C2)cc1 (configuration not stated) | -11 | 18
Cc1ccc(S(=O)(=O)N2CCN(CC(=O)Nc3ccnn3C3CCCC3)CC2)cc1 | -1 | -1
CCCCNc1c(-c2ccc(SC(C)CC)c(OC)c2)nc2ccc(C)cn12 (configuration not stated) | 10 | i
Cc1ccc(N=C2c3ccccc3C(=O)C2[N+](=O)[O-])cc1C (configuration not stated) | 7 | 2
CCOC(=O)C1(C)CCN1C(=O)c1ccco1 (configuration not stated) | 9 | 1
CC1CCc2c(sc(/N=C/N(C)C)c2C#N)C1 (configuration not stated) | -15 | -4
COc1ccc(-n2ccnc2SCC(=O)NCc2ccc(F)cc2)c(OC)c1 | 11 | -11
CCCCn1c(=O)c(CCC(=O)OCC(=O)NC(=O)NCCOC)nc2ccccc21 | 8 | -9
O=C(NNC(=S)NC(=O)c1ccc(Br)cc1)c1ccc([N+](=O)[O-])cc1 | 5 | -1
COc1cccc(NC(=O)CN2CCC(NC(=O)c3ccccc3C)CC2)c1 | -4 | 4
CC(NC(=O)CC1CCCCC1)c1ccccc1 (configuration not stated) | -8 | 0
O=c1c2[nH]c3ccccc3c2ncn1Cc1ccccn1 | -10 | -1
O=C(O)CCC(=O)Nc1ccc(-c2csc(Nc3cccc4ccccc34)n2)cc1 | 6 | -8
COCCN(C(=O)COC(=O)COc1ccc(Cl)c(C)c1)c1c(N)n(Cc2ccccc2)c(=O)[nH]c1=O | 6 | 7
C[C@H](O)[C@@H]1CN2CCc3c([nH]c4ccc(-c5ccc6c(c5)OCO6)cc34)[C@@H]2C[C@@H]1N(C)C(=O)Nc1cc(Cl)cc(Cl)c1 | 70* | -43*
CCN(CC)C(=O)OCc1c(-c2ccccc2)ncc2ccccc12 | -3 | 4
CC(C)(C)OC(=O)CNC(=O)c1[nH]cnc1C(=O)NC(c1ccccc1)c1ccccc1 | 2 | 2
CSCCC(NS(=O)(=O)c1ccc(Cl)cc1)C(=O)OCC(=O)NC1CCCCC1 (configuration not stated) | -5 | 3
c1ccc(-n2ncc3c(NC4CCCCCC4)ncnc32)cc1 | 10 | 1
S=C(NCC1CCCO1)N1CCN(c2ccccc2)CC1 (configuration not stated) | 12 | -4
COc1ccc(C(=O)N2CCC(C(=O)N3CCN(Cc4ccccc4)CC3)CC2)cc1 | 0 | -6
C/C(=N\NC(=O)C(=O)Nc1c(C)n(C)n(-c2ccccc2)c1=O)c1ccncc1 | 3 | 1
CCN(CC(=O)Nc1c(F)cccc1F)C(=O)CCC(=O)c1ccc(F)cc1 | -9 | 2
COc1ccc(C2/C(=C(/O)c3ccccc3)C(=O)C(=O)N2c2ccccn2)cc1OC (configuration not stated) | 8 | 0
O=C(COC(=O)CNC(=O)C1CCCCC1)Nc1ccc(F)c([N+](=O)[O-])c1 | 13 | 8
O=C(NC1CCCCCCC1)NC1CCCCC1 | 11 | -2
O=C1C(=O)N(CC2CCCO2)C(c2ccccc2[N+](=O)[O-])/C1=C(/O)c1ccccc1 (configuration not stated) | -5 | 6
CCN(C(=O)COC(=O)CCCc1nc2ccccc2s1)c1c(N)n(Cc2ccccc2)c(=O)[nH]c1=O | 1 | -3
C/C(=N\NC(=O)C(C)Sc1ccccc1)c1ccc([N+](=O)[O-])cc1 (configuration not stated) | -15 | -13
Cc1ccc(NC(=O)c2ccc3c(c2)OCCO3)cc1 | -8 | -2
C/C(=N\O)c1ncc(C(F)(F)F)cc1Cl | 11 | -11

# Structures from the list above that contain fluorine, in the order listed:
Compound | H9c2 TAG inh | H9c2 TAG inh DAPI viability
O=C(NNc1nc2c(F)cc(F)cc2s1)c1ccccc1 | -11 | 13
O=C(NCCNCc1ccc(F)cc1)c1ccco1 | 0 | 9
COC(=O)CSc1snnc1-c1ccc(F)cc1 | -8 | 8
C[C@H]1CN([C@@H](C)CO)C(=O)c2cc(/C=C/c3ccccc3)cnc2O[C@H]1CN(C)C(=O)c1cccc(F)c1 | 13 | -6
C=CCC[C@@H](Cc1ccc(F)cc1)C(=O)OC[C@H]1CCCN1C(=O)[C@@H](CC=C)CC(=O)N[C@H](CO)Cc1ccccc1 | 10 | 1
Fc1ccc(CNC(=S)NCc2ccccc2)cc1 | -2 | 2
O=C(c1ccc(F)cc1)N1CCC(C(=O)N(Cc2ccccc2)c2ccccc2)CC1 | -22 | -2
Cc1ccc(-c2nc(S(=O)(=O)c3ccc(F)cc3)c(SCC(=O)NCC3CCCO3)o2)cc1 (configuration not stated) | 22 | -17
COc1ccc(-n2ccnc2SCC(=O)NCc2ccc(F)cc2)c(OC)c1 | 11 | -11
CCN(CC(=O)Nc1c(F)cccc1F)C(=O)CCC(=O)c1ccc(F)cc1 | -9 | 2
O=C(COC(=O)CNC(=O)C1CCCCC1)Nc1ccc(F)c([N+](=O)[O-])c1 | 13 | 8
C/C(=N\O)c1ncc(C(F)(F)F)cc1Cl | 11 | -11

# High-throughput results deposited in PubChem by Sanford-Burnham Center for Chemical Genomics.
